AHR activator: activators of human aryl hydrocarbon receptor | AHR-responsive luciferase reporter cells, luminescence | 320,000 tested, 2.5% active | activation, % at 5 µM | AID 2796 | P35869; in the data active = activation above about 47%;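 note: 0% = vehicle wells and 100% = reference agonist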
RPL19A TOR yeast: alters RPL19A-GFP fluorescence in TOR pathway yeast screen. S. cerevisiae RPL19A-GFP strain, flow cytometry, 3 h; hits give low values. percent response vs DMSO, % at 10 µM. 330,000 tested, 0.3% active;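 active = percent response vs DMSO below 50%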;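 note: median channel GFP fluorescence of the barcoded RPL19A-GFP strain; ratio of sample median GFP to plate DMSO average so 100% = DMSO; lower means less RPL19A-GFP as with rapamycin TOR inhibition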
procasp3 activ: activators of human procaspase-3; activation, % at 8.5 µM; recombinant procaspase-3 D3A, Ac-DEVD-pNA absorbance 405 nm; AID 463141; P42574; 330,000 tested, 0.11% active;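 active = activation above the mean of all tested compounds plus 3 SD, cut at about 21% in these data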;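 note: 0% = DMSO alone and 100% = DMSO wells spiked with extra 5 µM PC-3 D3A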
Target sequence (P42574 whole entry D9A/D28A/D175A): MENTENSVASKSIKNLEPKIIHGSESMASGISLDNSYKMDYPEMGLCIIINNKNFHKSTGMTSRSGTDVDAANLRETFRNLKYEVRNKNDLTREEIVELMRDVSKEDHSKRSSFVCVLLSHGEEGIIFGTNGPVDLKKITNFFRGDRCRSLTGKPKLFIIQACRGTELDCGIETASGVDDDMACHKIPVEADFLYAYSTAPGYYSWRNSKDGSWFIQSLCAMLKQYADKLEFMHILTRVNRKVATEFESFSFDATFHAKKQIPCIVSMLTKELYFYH
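Evaluation: percent activation relative to control range; Material: Procaspase-3 D3A mutant, all three cleavage aspartates alanine; Compound: single dose, 8.5 µM nominal compound, 0.8% DMSO; Replication: one well per compound; Signal: absorbance at 405 nm, 0 and 120 min; Schedule: 1 h preincubation plus 2 h reaction at 25 °C.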
AGP1 TOR yeast: alters AGP1-GFP fluorescence in TOR pathway yeast screen | GFP response vs DMSO, % at 10 µM | S. cerevisiae AGP1-GFP multiplex flow cytometry, 3 h; GFP as percent of DMSO wells | 320,000 tested, 0.02% active;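 active = GFP response relative to DMSO above a set limit, near screen average plus 3 SD, cut at about 150% in these data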;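 note: median GFP channel fluorescence of the gated AGP1 strain per well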
proCasp7 act: counter-screen: procaspase-7 (human) activation. 330,000 tested, 0.093% active. activation, % at 8.5 µM. P55210. recombinant procaspase-7, Ac-DEVD-pNA absorbance 405 nm; D23A/D198A/D206A triple mutant, cannot self-cleave; scale: DMSO 0, 5 µM enzyme 100;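 active = percent activation above the screen-wide mean plus 3 SD, cut at about 25% in these data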
Target sequence (P55210 whole entry D23A/D198A/D206A): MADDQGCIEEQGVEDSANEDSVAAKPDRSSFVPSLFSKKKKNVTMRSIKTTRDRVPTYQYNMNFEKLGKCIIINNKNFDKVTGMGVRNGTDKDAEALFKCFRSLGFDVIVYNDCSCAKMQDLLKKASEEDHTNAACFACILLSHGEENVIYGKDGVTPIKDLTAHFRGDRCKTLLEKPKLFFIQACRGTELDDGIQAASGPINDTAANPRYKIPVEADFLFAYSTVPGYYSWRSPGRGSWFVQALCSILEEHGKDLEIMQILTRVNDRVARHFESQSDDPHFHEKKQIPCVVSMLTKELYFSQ
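Replicates: singlicate. Assay system: Procaspase-7 triple mutant (PC-7 D3A). Signal: 405 nm absorbance of p-nitroaniline. Times: 1 h preincubation, 2 h reaction. Buffer or medium: Zinc-free HEPES pH 7.4 with 300 mM NaCl, 0.01% Triton X-100. Also added: DEVD-pNA substrate. Benchmarks: DMSO wells as 0%, DMSO with 5 µM added PC-7 as 100%.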
CIT2 TOR yeast: yeast TOR pathway CIT2-GFP modulation | S. cerevisiae CIT2-GFP strain, flow cytometry, 3 h; 100 means same as DMSO wells | GFP response vs DMSO, % at 10 µM | 320,000 tested, 0.065% active | AID 2029;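 active = GFP response relative to DMSO above a set limit, near the screen mean plus 3 SD, cut at about 150% in these data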;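 note: ratio of well median GFP fluorescence to mean of DMSO wells on the plate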
LAP4 TOR yeast: alters LAP4-GFP fluorescence in TOR pathway yeast screen; S. cerevisiae LAP4-GFP multiplex, flow cytometry GFP, 3 h; median GFP as percent of DMSO wells; GFP response vs DMSO, % at 10 µM; 320,000 tested, 0.34% active; AID 2023;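 active = GFP response vs DMSO above a set limit, about the screen mean plus 3 SD, cut at about 150% in these data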
MEP2 TOR yeast: modulators of TOR pathway MEP2-GFP in S. cerevisiae; AID 2016; S. cerevisiae MEP2-GFP strain, flow cytometry GFP, 3 h; 100% = DMSO control level; 330,000 tested, 0.51% active; GFP response vs DMSO, % at 10 µM;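 active = GFP response versus DMSO above a set limit, roughly screen mean plus 3 SD, cut at about 180% in these data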;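 note: median GFP fluorescence of the barcode-gated MEP2-GFP cells per well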
Numbers without * were called inactive; / = not tested or not shown. Outcome played no part in choosing rows; about 3.5% have a hit in one of these screens.

SMILES	AHR activator	RPL19A TOR yeast	procasp3 activ	AGP1 TOR yeast	proCasp7 act	CIT2 TOR yeast	LAP4 TOR yeast	MEP2 TOR yeast
CN(CCOCCOc1ccc(Cl)cc1Br)Cc1ccccc1	10	99	-5	101	1	92	113	95
O=C(O)CN1CCCC1=Nc1ccccc1	0	106	-1	110	4	107	109	109
C[C@@H]1CN([C@H](C)CO)C(=O)c2cc(NC(=O)Nc3ccc(C(F)(F)F)cc3)ccc2O[C@H]1CN(C)Cc1ccc(Cl)c(Cl)c1	1	102	6	102	5	95	109	101
O=C(NC(=S)Nc1nc2ccccc2s1)c1ccco1	34	105	-11	102	1	103	96	107
C=CCOc1c(Cl)cc(CNc2nccs2)cc1OC	11	103	-5	98	-11	96	105	102
Cc1c(C(=O)N2CCN(c3ccc([N+](=O)[O-])cc3)CC2)oc2ccccc12	8	100	7	109	-9	97	102	100
COc1cc(C2C(C#N)=C(SC)NC3=C2C(=O)CCC3)ccc1O (configuration not stated)	-2	103	9	111	4	109	104	102
CCOc1ccc(CN2CCN(Cc3cc4ccccc4o3)CC2CCO)cc1 (configuration not stated)	15	107	2	107	-6	108	99	113
COc1ccc(C(=O)N2CCC(C(=O)c3c(C)cc(C)cc3C)CC2)cc1	0	90	11	95	8	80	130	91
Cc1cccc(NC(=O)NC(C)C(c2cccs2)N2CCOCC2)c1 (configuration not stated)	6	102	-2	107	8	110	114	95
CCc1c(C)nc2cc(-c3ccc(OC)c(OC)c3)nn2c1N1CCCC1	35	91	5	84	-3	98	92	96
O=C(C[n+]1cc(-c2ccc(Cl)c(Cl)c2)n2c1CCC2)c1cccs1	0	98	8	102	6	100	96	101
O=C(Nc1ccnn1C1CCN(Cc2ccccc2)CC1)c1ccccc1Cl	0	108	-2	102	2	/	82	92
O=C(Cn1cnc2c(nnn2-c2ccccc2)c1=O)NCc1ccco1	0	102	1	99	12	98	94	99
CCOC(=O)C1(CCOC)CCN(C(=O)Cc2ccc3ccccc3c2)CC1	0	102	6	94	0	83	93	98
CCC(C)(C)C(=O)Nc1cc([N+](=O)[O-])ccc1Cl	1	111	2	105	12	111	100	110
Cc1ccc(NC(=S)NC(=O)C2CC2)c(C)c1	12	106	7	90	-5	98	104	97
O=C(Nc1ccc(S(=O)(=O)N2CCOCC2)cc1)c1ccc(Cl)s1	-2	104	0	71	1	62	90	92
N/C(=N\OC(=O)C12CC3CC(CC(C3)C1)C2)c1cccnc1	1	99	-5	92	-9	101	108	110
O=C(CCc1ccccc1)NNc1cc(N2CCCCC2)nc(N2CCCCC2)n1	3	117	-1	114	-7	109	124	111
CC(C)C[C@H](NC(=O)c1nc[nH]c1C(=O)N(C)Cc1ccccc1)C(=O)OCc1ccccc1	5	98	0	103	-3	101	93	106
Cc1nc2ccc(S(=O)(=O)NC(CC(C)C)C(=O)O)cc2s1 (configuration not stated)	-1	96	-2	101	-12	94	100	100
Cc1ccc(-n2c(CNc3ccc(F)cc3)nnc2SCC(=O)O)cc1	1	110	-4	111	11	106	112	106
CC(C)c1cc(C(=O)N/N=C/C=C/c2ccccc2)n[nH]1	-13	102	-11	101	7	102	95	104
CCn1nnnc1SCC(=O)Nc1cc(OC)cc(OC)c1	12	105	6	115	-2	107	100	104

In a second layout: entries from further up
> Cc1nc2ccc(S(=O)(=O)NC(CC(C)C)C(=O)O)cc2s1 (configuration not stated)
  AHR activator = -1
  RPL19A TOR yeast = 96
  procasp3 activ = -2
  AGP1 TOR yeast = 101
  proCasp7 act = -12
  CIT2 TOR yeast = 94
  LAP4 TOR yeast = 100
  MEP2 TOR yeast = 100
> Cc1ccc(-n2c(CNc3ccc(F)cc3)nnc2SCC(=O)O)cc1
  AHR activator = 1
  RPL19A TOR yeast = 110
  procasp3 activ = -4
  AGP1 TOR yeast = 111
  proCasp7 act = 11
  CIT2 TOR yeast = 106
  LAP4 TOR yeast = 112
  MEP2 TOR yeast = 106

Carrying on.
SMILES	AHR activator	RPL19A TOR yeast	procasp3 activ	AGP1 TOR yeast	proCasp7 act	CIT2 TOR yeast	LAP4 TOR yeast	MEP2 TOR yeast
Cc1cc(N2CCN(C/C=C/c3ccccc3)CC2)n2ncnc2n1	-1	112	0	88	7	81	80	95
Cc1cccc(C)c1NC(=O)C(NC(=O)CN1C(=O)c2ccccc2C1=O)c1ccccc1 (configuration not stated)	-3	101	-1	98	-8	99	96	101
Cc1ccccc1OCC(=O)N1CCCCCCC1	0	102	3	97	-6	99	100	104
O=C1C=C(NNC(=O)c2cccnc2)CC(c2ccco2)C1 (configuration not stated)	5	90	3	93	9	77	106	103
Cc1ccc(NC(=O)CSc2nnc(COc3ccc(C#N)cc3)n2-c2ccccc2)cc1C	24	100	5	111	3	/	92	105
CCC/C(=N\NC(=O)c1csc(C)c1C)c1cccs1	25	98	-8	96	1	81	96	99
CCOC(=O)Cc1csc(SCC(=O)NC(C)C23CC4CC(CC(C4)C2)C3)n1 (configuration not stated)	-4	102	6	99	8	99	96	84
C/C(=N/NC(=O)CCc1ccccc1)c1ccc2c(c1)OCO2	/	112	/	87	/	82	80	103
COc1ccc(CCNC(=O)Cn2cnc3sc(C)c(-c4ccc(F)cc4)c3c2=O)cc1OC	2	97	9	94	-5	89	98	96
O=C(/C=C/c1ccccc1)NC(=S)N1CCSCC1	4	105	-7	111	-1	111	111	113
CC(=O)N1CCOc2ccc(S(=O)(=O)NCCc3ccc(S(N)(=O)=O)cc3)cc21	0	100	-2	16	-6	57	107	121
CCOc1ccc(C(=O)N(CC)CC(=O)Nc2ccc3c(c2)OCCO3)cc1OCC	1	101	7	97	5	94	107	95
CCN(CC)c1ccc(C(=O)N/N=C(\C)c2ccc(OC)c(OC)c2)cc1	13	98	-12	93	-6	98	91	96
O=C(Nc1ccc2ccccc2n1)C1CCCCC1	-1	96	4	93	-5	85	107	89
COc1ccc(CN2C(=O)CN(C3CCCCCC3)C(=O)C2c2ccc(F)cc2)cc1 (configuration not stated)	1	95	5	101	-10	99	103	102
COCCN(C(=O)CCC(=O)Nc1ccccn1)C(C(=O)NC(C)C)c1ccc(Cl)cc1 (configuration not stated)	1	93	7	96	3	92	78	96
Cc1ccc(N2CC(C(=O)Nc3cc(Cl)ccc3-n3cncn3)CC2=O)cc1 (configuration not stated)	13	94	2	97	8	101	96	99
COc1ccc(C(CNC(=O)C(CCSC)NC(=O)c2ccccc2Cl)N2CCCC2)cc1 (configuration not stated)	0	97	7	113	-7	106	100	104
CN1CCc2c(OCc3ccc(F)cc3)cccc2C1=O	17	100	-1	94	11	92	106	103
CCOc1ccc(NC(=O)CSc2nc3cccnc3n2CCOC)cc1	3	106	9	102	-1	/	96	96
CSc1nnc(C)c(=O)n1COC(=O)COc1ccc(F)cc1	-2	95	6	99	-2	97	97	91
CCN(C(=O)COC(=O)/C=C/c1cccc(Br)c1)C1CCS(=O)(=O)C1 (configuration not stated)	1	99	0	98	-7	103	93	100
O=C(CN1C(=O)c2ccccc2C1=O)OC(C(=O)c1ccc(Cl)cc1)c1ccccc1 (configuration not stated)	0	112	9	110	6	123	105	91
COC(C(=O)Nc1cccc([N+](=O)[O-])c1)c1ccccc1 (configuration not stated)	2	105	-1	101	8	107	122	129
CCOC(=O)c1sc2ncn(CC(=O)NCC3CCCO3)c(=O)c2c1C (configuration not stated)	1	103	3	107	2	96	100	98

Arranged by number of heavy atoms (lowest first): 19 of the compounds above.
SMILES	AHR activator	RPL19A TOR yeast	procasp3 activ	AGP1 TOR yeast	proCasp7 act	CIT2 TOR yeast	LAP4 TOR yeast	MEP2 TOR yeast
O=C(O)CN1CCCC1=Nc1ccccc1	0	106	-1	110	4	107	109	109
Cc1ccc(NC(=S)NC(=O)C2CC2)c(C)c1	12	106	7	90	-5	98	104	97
CCC(C)(C)C(=O)Nc1cc([N+](=O)[O-])ccc1Cl	1	111	2	105	12	111	100	110
O=C(Nc1ccc2ccccc2n1)C1CCCCC1	-1	96	4	93	-5	85	107	89
C=CCOc1c(Cl)cc(CNc2nccs2)cc1OC	11	103	-5	98	-11	96	105	102
CC(C)c1cc(C(=O)N/N=C/C=C/c2ccccc2)n[nH]1	-13	102	-11	101	7	102	95	104
Cc1nc2ccc(S(=O)(=O)NC(CC(C)C)C(=O)O)cc2s1 (configuration not stated)	-1	96	-2	101	-12	94	100	100
CSc1nnc(C)c(=O)n1COC(=O)COc1ccc(F)cc1	-2	95	6	99	-2	97	97	91
O=C(C[n+]1cc(-c2ccc(Cl)c(Cl)c2)n2c1CCC2)c1cccs1	0	98	8	102	6	100	96	101
Cc1cc(N2CCN(C/C=C/c3ccccc3)CC2)n2ncnc2n1	-1	112	0	88	7	81	80	95
CCOC(=O)c1sc2ncn(CC(=O)NCC3CCCO3)c(=O)c2c1C (configuration not stated)	1	103	3	107	2	96	100	98
COc1ccc(C(=O)N2CCC(C(=O)c3c(C)cc(C)cc3C)CC2)cc1	0	90	11	95	8	80	130	91
Cc1ccc(N2CC(C(=O)Nc3cc(Cl)ccc3-n3cncn3)CC2=O)cc1 (configuration not stated)	13	94	2	97	8	101	96	99
CCOc1ccc(CN2CCN(Cc3cc4ccccc4o3)CC2CCO)cc1 (configuration not stated)	15	107	2	107	-6	108	99	113
CCOc1ccc(C(=O)N(CC)CC(=O)Nc2ccc3c(c2)OCCO3)cc1OCC	1	101	7	97	5	94	107	95
COCCN(C(=O)CCC(=O)Nc1ccccn1)C(C(=O)NC(C)C)c1ccc(Cl)cc1 (configuration not stated)	1	93	7	96	3	92	78	96
Cc1cccc(C)c1NC(=O)C(NC(=O)CN1C(=O)c2ccccc2C1=O)c1ccccc1 (configuration not stated)	-3	101	-1	98	-8	99	96	101
Cc1ccc(NC(=O)CSc2nnc(COc3ccc(C#N)cc3)n2-c2ccccc2)cc1C	24	100	5	111	3	/	92	105
C[C@@H]1CN([C@H](C)CO)C(=O)c2cc(NC(=O)Nc3ccc(C(F)(F)F)cc3)ccc2O[C@H]1CN(C)Cc1ccc(Cl)c(Cl)c1	1	102	6	102	5	95	109	101

Next part
SMILES	AHR activator	RPL19A TOR yeast	procasp3 activ	AGP1 TOR yeast	proCasp7 act	CIT2 TOR yeast	LAP4 TOR yeast	MEP2 TOR yeast
CCN(CC)C(=S)SC1CCCCN(C(=O)c2ccc(F)cc2)C1=O (configuration not stated)	1	101	-10	100	-1	101	113	98
Cc1nn(Cc2ccccc2)c(Cl)c1C(=O)NCCc1ccc(Cl)cc1	0	112	0	113	2	108	113	112
CN(C)CCCNC(=O)N1c2ccccc2Sc2ccccc21	-1	100	-12	97	-6	97	102	103
Cc1cccc(NC(=O)NCCN2CCN(c3ccccc3)CC2)c1C	0	99	-5	94	-19	95	92	102
CCN(CC)CCNC(=O)c1ccc(NC(=O)c2cc(S(=O)(=O)N3CCCCC3)ccc2C)cc1	-2	98	-5	109	12	94	118	116
O=C(COc1cccc2ccccc12)Nc1cc(S(=O)(=O)N2CCOCC2)ccc1N1CCOCC1	17	97	5	97	7	90	97	99
S=c1nc(COc2ccccc2)[nH]c2ccccc12	124*	101	-14	91	-17	82	114	89
COc1cc2c(cc1OC)C(c1ccccc1F)OC(=O)C2 (configuration not stated)	4	105	6	100	-2	102	93	101
COc1ccc(OC)c(NC(=O)c2ccc(NS(=O)(=O)c3c(C)noc3C)cc2)c1	3	106	-6	114	6	111	103	107
CC(C)Cn1nc(NC(=O)c2ccco2)c2cc3ccccc3nc21	23	98	-6	105	-3	92	114	94
